Assay outcomes deposited in PubChem by National Center for Advancing Translational Sciences (NCATS).
MCF10A rerep = A quantitative high throughput screen for small molecules that induce DNA re-replication in MCF 10a normal breast cells. MCF 10A DNA re-replication, Hoechst nuclear intensity, 48 h. Potency, µM (series often up to 46.1 µM), for the others: top-dose activity, positive = re-replication, hits mostly activators. actives 2.9% (n = 350,000). AID 624296, 2012; further: potency means the concentration at half of the fitted maximal effect; % of control where 0% means no effect; nearly all actives have a fitted effect of over 50% in size
SW480 rerep = A quantitative high throughput screen for small molecules that induce DNA re-replication in SW480 colon adenocarcinoma cells; SW480 DNA re-replication, Hoechst DNA content imaging, 48 h; Potency, µM (doses to about 46.1 µM), for inactives: at the highest dose re-replication activation, usual class: activators; actives 1.8% (n = 340,000); further: potency means the concentration at half of the fitted maximal effect; % of control where 0% means no effect; nearly all actives have a fitted effect of over 55% in size
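250 cells/well; 23 nL cpd via pin tool; 48 hr, 37 C, 5% CO2; Hoechst 40 min; imager read of total nuclear intensity, ex 405/em 500-530 nm.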
KB-3-1 tox = qHTS assay for MDR1-selective chemotherapeutics: Primary screen using the parental adenocarcinoma cell KB-3-1; KB-3-1 viability, CellTiter-Glo ATP luminescence, 72 h; Potency, µM (top dose mostly 46.1 µM), for inactives: at the highest dose activity change, negative = cytotoxic, actives largely listed as cytotoxic; actives 1.4% (n = 400,000); AID 1347075, 2019; further: potency means the concentration at half of the fitted maximal effect; on the % scale 0 is the no-effect control and ±100 the full control effect; nearly all actives have a fitted effect of over 60% in size
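Luminescent ATP read-out (CellTiter-Glo) measures survival of drug-naive KB-3-1 cells after 72 h compound exposure at 37 °C. Titration series was screened from lowest to highest concentration, with DMSO vehicle plates as background controls.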
ATXN2 expr inh = Primary qHTS for Inhibitors of ATXN expression; actives 0.72% (n = 360,000); AID 1745845, 2022; HEK-293 ATXN2-luciferase reporter, luminescence, 24 h; Potency, µM (highest dose often 57 µM), inactives show top-dose activity change, negative = inhibition, actives largely listed as inhibitors; further: potency means the concentration at half of the fitted maximal effect; on the % scale 0 is the no-effect control and ±100 the full control effect; nearly all actives have a fitted effect of over 55% in size
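qHTS (up to 57 uM final) was run with 24 h compound exposure of reporter cells at 37 °C. Each well was multiplexed: SteadyGlo luminescence measured ATXN2-luciferase expression after a fluorogenic Gly-Phe-AFC viability readout (25 uM final).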
HT1080 IDH1KD tx = qHTS for induction of synthetic lethality in tumor cells producing 2HG: qHTS for the HT-1080-IDH1KD cell line. AID 686971, 2013. HT-1080 IDH1 knockdown viability, ATP luminescence, 48 h. actives 2% (n = 360,000). Potency, µM (doses to about 46.1 µM), without a hit: at the top dose activity, negative = toxicity, usual class: cytotoxic;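 further: potency means the concentration at half of the fitted maximal effect; 0% = DMSO wells and -100% = cell-free medium wells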
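CellTiter-Glo luminescence after 48 h compound exposure at 37 degrees C of IDH1-knockdown HT-1080 cells in 5% FBS RPMI. %Activity scaled between DMSO wells and cell-free media wells, with curves fitted and assigned curve classes.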
IL1B secr inh = qHTS for Inhibitors of Inflammasome Signaling: IL-1-beta AlphaLISA Primary Screen | THP-1 LPS/ATP IL-1B secretion, AlphaLISA, 16 h; hits give low values | activity change, % at 57.5 µM | actives 4.7% (n = 360,000) | AID 743279, 2014; in the data active means activity change below about -50%; inconclusive means mostly about -30% to -49%; further: on the % scale 0 is the no-effect control and ±100 the full control effect
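THP-1 cells pretreated 1 hr with compounds (up to 57.5 uM final), then stimulated with LPS (250 ng/mL final) plus ATP (1.25 mM final); secreted IL-1B measured by AlphaLISA after 16 hr, decreased signal indicating inhibition.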
S2 tox = Viability Counterscreen for Primary qHTS for Inhibitors of ATXN expression; S2 cells (HEK-293 line with an ATXN2-luciferase reporter) viability, CellTiter-Fluor protease fluorescence, 24 h; Potency, µM (series often up to 56.7 µM), actives largely listed as cytotoxic; actives 0.49% (n = 400,000); AID 651635, 2014; further: potency means the concentration at half of the fitted maximal effect; nearly all actives have a fitted effect of over 40% in size
HT1080NT lethal = qHTS for induction of synthetic lethality in tumor cells producing 2HG: qHTS for the HT-1080-NT fibrosarcoma cell line; actives 1.6% (n = 360,000); Potency, µM (doses to about 46.1 µM), for inactives: at the highest dose activity, negative = less viability, usual class: cytotoxic; HT-1080-NT fibrosarcoma viability, CellTiter-Glo ATP luminescence, 48 h; AID 686970, 2013;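 further: NT is the 2HG producing partner of a matched IDH1 knockdown line; potency means the concentration at half of the fitted maximal effect; 0% = DMSO-treated cells and -100% = media-only wells without cells; nearly all actives have a fitted effect of over 55% in size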
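Compounds were tested in concentration-response format on HT-1080-NT cells for 48 hours at 37 degrees C. Cell viability came from CellTiter-Glo luminescence; curves were classified by r2, response magnitude and activity.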
HepG2 viability = qHTS for Inhibitors of TGF-b: Cytotox Counterscreen; HepG2 CAGA-GFP viability, ATP luminescence, 18 h; Potency, µM (doses to about 46.1 µM), without a hit: at the highest dose activity change, negative = cytotoxicity, hits mostly cytotoxic; actives 0.76% (n = 410,000); further: potency means the concentration at half of the fitted maximal effect; some results filed as inactive show a strong effect at the top dose
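HepG2 CAGA-GFP cells (1000/well, DMEM with 1% FBS) received compound, then TGF-beta at 500 pg/mL final, and were incubated 18 hours at 37 degrees C. Viability was read by CellTiter-Glo luminescence. Media-only wells were set as complete cell-killing and DMSO as no toxicity.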
Active calls of the source: *; i = inactive; ? = inconclusive; / = no result given; & = joins results of further samples; [ ] = remark or other dose. Unless noted, the call rests on the fitted dose curve; in most records, active means well fitted curve in the direction sought with a large enough effect; inconclusive means small, poorly fitted or top-dose-only effect, or another doubt; inactive means no such curve, though single readings can be large; an effect the other way counts as inactive or inconclusive. No enrichment for hits (roughly 8.9% active in at least one column).

SMILES | MCF10A rerep | SW480 rerep | KB-3-1 tox | ATXN2 expr inh | HT1080 IDH1KD tx | IL1B secr inh | S2 tox | HT1080NT lethal | HepG2 viability
Cc1ccc(/C=c2\sc3n(c2=O)CN(c2ccc(Br)cc2)CN=3)o1 | 22% | 10% | 4% | 8% | -20% | -13 | i | -12% | -15%
CC(=O)c1cccc(NC(=O)CN(c2ccc(F)cc2)S(C)(=O)=O)c1 | 0% | -1%[9.22 µM] | 16% | 8% | 12% | -8 | i | 22% | 0%
CC1(C)COC(c2ccc(F)c([N+](=O)[O-])c2)=N1 | 23µM* | ? | ? | 19% | ? | -102* | ? | ? | -4%
COc1ccc(NC(=O)c2cccc3c2C(=O)N(C2CCCCC2)C3)cc1 | 1% | -9% | -8% | 7% | 10% | -28 | i | 13% | -1%
Cc1cc(C)cc(OCC(=O)N/N=C/c2ccco2)c1 | -12% | 2% | 0% | -9% | 16% | 0 | i | 25% | -1%
CCN(CC(=O)NCCc1ccccc1)S(=O)(=O)c1ccc(C)cc1 | 15% | -4% | 6% | -8% | 2% | -6 | ? | 5% | 11%
O=C(NCc1ccc2c(c1)OCO2)c1c(Cl)cccc1Cl | 1% | 8% | -2% | 10% | -4% | 5 | i | -12% | -2%
c1ccc2c(c1)Cc1ccccc1O2 | ? | ? | -16% | -14% | -5% | -23 | i | 6% | -20%
CC(C)(C)OC(=O)NCCc1nnc(SCc2ccccc2Cl)o1 | 12% | 1% | -2% | 5% | 1% | 9 | i | 13% | -16%
COc1ccc(C(=O)c2sc(Nc3ccccc3)nc2N)cc1 | ? | ? | -7%&-34% | -5% | -18% | -77* | i | -16% | -54%&0%
Cc1ccccc1Cn1c(C)c(C(=O)N(C)Cc2ccc(F)cc2)sc1=O | / | / | ? | -12% | 5% | -19 | i | 9% | -5%
CCC1CCCCN1C(=O)c1c[nH]c2ccc(S(=O)(=O)N(C)c3ccc(Cl)cc3)cc2c1=O (stereo unspecified) | -1% | 0% | 11% | 31% | 11% | -28 | i | 0% | 1%
N#Cc1ccc(-c2cccnc2)nc1SCC(=O)Nc1sc2c(c1C#N)CCC2 | 11% | 8% | 0% | -11% | 0% | 5 | i | 9%[9.24 µM] | -26%
O=C(Nc1ccccc1N1CCCC1)c1ccco1 | -5% | -20%[9.22 µM] | 28% | 2% | 7% | 16 | i | 4% | 1%
Cc1c(C(=O)N2CCN(c3ncccn3)CC2)oc2ccc(F)cc12 | ? | -1% | 6% | -3% | -15% | -1 | i | -1% | -15%
c1c2c(cc3sc(N4CCCCC4)nc13)OCO2 | 9% | -2% | 9.2µM* | 21% | -29% | -12 | ? | ? | 10µM*
Cc1cc(N2CCCCC2)nc2ccc(NC(=O)/C=C/c3ccc(OCCC(C)C)cc3)cc12 | / | / | 5% | 1% | / | / | i | / | 4%
O=C(c1ccco1)N1CCN(c2ccc(S(=O)(=O)N3CCCC3)cc2)CC1 | -4% | -8% | -7% | 21% | -15% | 0 | i | -17% | -23%
CCn1cc(C(=O)NCc2ccccc2)c(=O)c2cc(F)c(N3CCN(C(=O)c4ccco4)CC3)cc21 | ? | -6% | ? | ? | ? | -64* | i | 21µM* | -49%
Cc1ccc(Cn2ccc(NC(=O)c3cc(C(C)C)on3)n2)cc1 | 0% | -2% | -8% | 3% | 0% | -16 | i | 16% | -8%
O=C1Nc2ccc(S(=O)(=O)NCCC3=CCCCC3)c3cccc1c23 | ? | 1% | -4% | -9% | -8% | 29 | i | -17% | -8%
COc1ccccc1C(=O)NCCn1cc(SCc2ccccc2Cl)c2ccccc21 | / | / | -14% | -36% | / | / | ? | / | -28%
C[C@H](NC(=O)[C@@H]1Cc2ccccc2CN1)C(=O)Nc1ccc2c(c1)OCO2 | -4% | -2% | 19% | 13% | -12% | 3 | ? | -6% | -11%
COCCCNc1oc(-c2ccccc2F)nc1C#N | 2% | -1% | 15% | 27% | 16% | -11 | i | 10% | 3%
COc1cccc(-c2csc(N3CCN(C(=O)Nc4ccccc4OC)CC3)n2)c1 | 29% | 2% | 5% | -3% | ? | -4 | i | 10% | -18%

Gathered by group, the entries above with a cyano group
SMILES | MCF10A rerep | SW480 rerep | KB-3-1 tox | ATXN2 expr inh | HT1080 IDH1KD tx | IL1B secr inh | S2 tox | HT1080NT lethal | HepG2 viability
N#Cc1ccc(-c2cccnc2)nc1SCC(=O)Nc1sc2c(c1C#N)CCC2 | 11% | 8% | 0% | -11% | 0% | 5 | i | 9%[9.24 µM] | -26%
COCCCNc1oc(-c2ccccc2F)nc1C#N | 2% | -1% | 15% | 27% | 16% | -11 | i | 10% | 3%

For convenience, some entries already given.
SMILES | MCF10A rerep | SW480 rerep | KB-3-1 tox | ATXN2 expr inh | HT1080 IDH1KD tx | IL1B secr inh | S2 tox | HT1080NT lethal | HepG2 viability
COCCCNc1oc(-c2ccccc2F)nc1C#N | 2% | -1% | 15% | 27% | 16% | -11 | i | 10% | 3%
COc1cccc(-c2csc(N3CCN(C(=O)Nc4ccccc4OC)CC3)n2)c1 | 29% | 2% | 5% | -3% | ? | -4 | i | 10% | -18%

The listing continues:
SMILES | MCF10A rerep | SW480 rerep | KB-3-1 tox | ATXN2 expr inh | HT1080 IDH1KD tx | IL1B secr inh | S2 tox | HT1080NT lethal | HepG2 viability
CCOc1ccc(NC(=O)COC(=O)CCC(=O)c2cccs2)cc1 | 9% | ? | 10% | 5% | -2% | -15 | i | -4% | 6%
COc1cccc(-c2cc(C(=O)Nn3cnnc3)c3ccccc3n2)c1 | 6% | 9% | -22% | -15% | 1%[9.24 µM] | 18 | i | ? | -46%
CCCCn1nnnc1C(c1ccccc1)N1CCN(c2cccc(C)c2C)CC1 (stereo unspecified) | / | / | -28% | -20% | 11% | -15 | ? | 12% | /
Oc1ccccc1N1CCN(c2ncnc3sc(-c4ccccc4)cc23)CC1 | ? | -7% | 0% | -8% | -18% | -28 | i | -27% | -12%
COc1ccc(C(C#N)=C2C=CC(=NO)C=C2)cc1 | 23µM* | ? | ? | 56%[activator] | 10µM* | -101* | ? | 15µM* | i
Cc1ccc(S(=O)(=O)N2CCOCC2)cc1C(=O)OCC(=O)c1c(N)n(C)c(=O)n(C)c1=O | 3% | 1% | -16% | 11% | -6% | -6 | i | -5% | -3%
O=C(c1cccs1)N1CCCC(c2nc3c(nnn3Cc3ccccc3Cl)c(=O)[nH]2)C1 (stereo unspecified) | 29% | 16% | -1% | -13% | -8% | -6 | i | -2% | -11%
CCCNC(=O)C1(C)CCCN(C(=O)c2cccc(Cl)c2)C1 (stereo unspecified) | / | / | 0% | 2% | 6% | -5 | i | 20% | 2%
COc1ccccc1NC(=O)c1cnn(-c2ccccc2)c1-n1cccc1 | / | / | 2% | -6% | / | / | i | / | -1%
CCOC(=O)c1ccc(-n2c(C)nc3c(cnn3-c3ccccc3Cl)c2=O)cc1 | 7% | -10% | 21% | 28% | 3% | 54 | i | 17% | -1%
O=C(O)c1ccc2c(c1)C(=O)N(Cc1ccccc1)C2=O | 4% | 1% | -3% | -7% | 0% | 10 | i | 6% | -23%
CCc1ccc(OCc2nnc(SCC(=O)N3CCN(c4ccccc4)CC3)o2)cc1 | 6% | -2% | -6% | -8% | -6% | -5 | i | -4% | 1%
O=C(c1cccc(S(=O)(=O)N2CCCC2)c1)N1CCOCC1 | -3% | 3% | 11% | 4% | 3% | -5 | i | 8% | 0%
CCOc1ccc(Nc2nc(N)nc(CCl)n2)cc1 | ? | ? | 13µM* | ? | ? | -96* | ? | 0.82µM* | -61%
Cc1ccc(C2=NS(=O)(=O)N(C)C(C(=O)Nc3ccc4c(c3)OCO4)=C2)cc1 | 11% | -6% | -7% | 6% | -13% | 11 | i | -21% | -27%
O=C1C(=O)N(CCO)C(c2ccccc2[N+](=O)[O-])/C1=C(\O)c1ccccc1 (stereo unspecified) | 0% | -2% | -1% | -6% | 1% | 9 | i | 7% | 2%
Cc1ccc2nc(-c3ccsc3)c(Nc3ccc(C(C)C)cc3)n2c1 | / | / | -1% | 3% | / | / | i | / | 2%
CCOc1cc(CNCCCN2CCOCC2)cc(Cl)c1OCC(=O)NC(C)(C)C | 8% | ? | 7% | -16% | -14% | -24 | ? | -27% | -7%
COc1cc(OC)cc(C(=O)N[C@H](C(=O)NCc2ccco2)C(C)C)c1 | -24% | 1%[1.84 µM] | ? | 16% | -6% | 11 | i | -2% | -11%
Cc1ccc(S(=O)(=O)NC(=O)C2(C)CCN2C(=O)c2cccc(F)c2)nc1 (stereo unspecified) | / | / | 1% | 4% | -24% | -18 | i | 0% | 9%
Cc1cc(-c2ccccc2)nc2c(Br)c(C(=O)O)nn12 | 0% | 4% | 4% | -12% | 1% | 18 | ? | 10% | 14%

Some values from the list:
Value of Cc1ccc2nc(-c3ccsc3)c(Nc3ccc(C(C)C)cc3)n2c1 in KB-3-1 tox: -1%
Value of CCOc1cc(CNCCCN2CCOCC2)cc(Cl)c1OCC(=O)NC(C)(C)C in HT1080NT lethal: -27%
Value of Cc1ccc(C2=NS(=O)(=O)N(C)C(C(=O)Nc3ccc4c(c3)OCO4)=C2)cc1 in HepG2 viability: -27%
Value of CCOC(=O)c1ccc(-n2c(C)nc3c(cnn3-c3ccccc3Cl)c2=O)cc1 in ATXN2 expr inh: 28%
Value of Cc1cc(-c2ccccc2)nc2c(Br)c(C(=O)O)nn12 in HT1080 IDH1KD tx: 1%
